RGS7-Gao – regulators of human RGS7-Galphao interaction; P09471; AID 1439; Multiplexed bead flow cytometry, RGS7-Galphao binding; actives lie on both sides; binding response (% of control), % at 10 µM; 220,000 tested, 0.35% active; in the data active means binding response below about 49% or above about 150%; inconclusive means no clear call, values can overlap the other calls; inactive means in between;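 further: fluorescent Galphao held in activated GDP-AlF4 state binding bead-coupled RGS7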
Target sequence (P09471 whole entry, looked up): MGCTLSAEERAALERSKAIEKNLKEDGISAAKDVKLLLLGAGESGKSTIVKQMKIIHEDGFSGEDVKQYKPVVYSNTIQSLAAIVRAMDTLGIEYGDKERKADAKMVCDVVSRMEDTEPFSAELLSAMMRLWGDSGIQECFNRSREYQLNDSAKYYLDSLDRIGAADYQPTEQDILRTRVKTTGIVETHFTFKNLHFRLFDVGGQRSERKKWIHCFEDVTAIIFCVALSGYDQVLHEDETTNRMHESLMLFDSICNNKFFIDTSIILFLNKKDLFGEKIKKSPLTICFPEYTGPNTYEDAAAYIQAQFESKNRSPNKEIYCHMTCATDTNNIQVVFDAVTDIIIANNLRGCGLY
ABCG2 inh – inhibitors of human ABCG2 transporter, ABCB1 counter-screen. Q9UNQ0. IgMXP3 cells, JC-1 efflux, flow cytometry. inhibition, % at 6.6 µM. 190,000 tested, 0.1% active. AID 1325;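 active means inhibition above 80%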;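 further: 0% = DMSO and 100% = nicardipine control wells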
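Assay system – ABCG2 IgMXP3 and barcoded ABCB1 CCRF-Adr cell mix · Input – 3 million cells/mL in well · Reagent – JC-1 fluorescent substrate · Compound – single test compound dose, 6.6 µM final · Timing – 10 min exposure at 25 °C with rotation, no wash · Detection – flow cytometry of retained JC-1 fluorescence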
RGS8-Gao reg – modulates binding of RGS8 to human Galphao; multiplexed bead flow cytometry; actives lie on both sides; response (percent of control binding), % at 10 µM; 220,000 tested, 0.34% active; in the data active means response below about 60% or above about 140%; inactive means in between;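 further: Galphao activated as the GDP aluminium fluoride complex binding bead-coupled RGS8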
Bim-Bfl-1 – inhibitors of Bim-Bfl-1 interaction, human | Q16548 | Bead-based flow cytometry, Bim-Bfl-1 binding inhibition | inhibition, % at 10 µM | 190,000 tested, 0.12% active | AID 1008;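 further: 0% = wells without compound plus tracer and 100% = blocker peptide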
Bim-Bcl-XL – inhibitors of Bim-Bcl-XL interaction, human; Q07817; Bim peptide-Bcl-XL binding, bead flow cytometry, fluorescence; inhibition, % at 10 µM; 190,000 tested, 0.04% active
Target sequence (Q07817 whole entry, looked up): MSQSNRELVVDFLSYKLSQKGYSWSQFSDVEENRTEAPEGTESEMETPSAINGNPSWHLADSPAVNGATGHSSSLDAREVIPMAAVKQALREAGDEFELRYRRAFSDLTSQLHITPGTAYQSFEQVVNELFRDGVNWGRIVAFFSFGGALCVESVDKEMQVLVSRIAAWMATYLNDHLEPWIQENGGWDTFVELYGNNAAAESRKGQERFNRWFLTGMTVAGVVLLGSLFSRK
Bcl-2 Bim block – human Bim-Bcl-2 interaction inhibition | P10415 | Bead-based flow cytometry, Bim peptide-Bcl-2 binding | inhibition, % at 10 µM | 190,000 tested, 0.06% active | AID 950; in the data active means inhibition above about 40%; inconclusive means no clear call, values can overlap the other calls;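 further: 0% = no compound wells with probe peptide and 100% = reference peptide inhibitor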
Bim-Bcl-W – inhibitors of Bim-Bcl-W interaction, human. Q92843. bead-based flow cytometry, Bim peptide-Bcl-W binding. inhibition, % at 10 µM. 190,000 tested, 0.02% active;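 further: 0% = bound tracer without compound and 100% = peptide blocker; higher means less fluorescent Bim peptide bound to Bcl-W beads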
Target sequence (Q92843 whole entry, looked up): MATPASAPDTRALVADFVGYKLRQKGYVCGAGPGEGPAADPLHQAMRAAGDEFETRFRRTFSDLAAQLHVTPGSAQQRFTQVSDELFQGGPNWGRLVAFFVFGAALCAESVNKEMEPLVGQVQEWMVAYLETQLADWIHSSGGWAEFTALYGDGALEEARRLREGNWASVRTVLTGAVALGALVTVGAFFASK
RGS4-Gao reg – human RGS4-Galphao interaction regulation; Multiplexed bead flow cytometry, RGS4-Galphao binding; actives lie on both sides; 220,000 tested, 0.33% active; binding response (% of control), % at 10 µM; P09471; in the data active means binding response below about 49% or above about 150%; inactive means in between;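 further: fluorescent Galphao activated with aluminum fluoride binding bead-coupled RGS4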
Mcl-1 Bim block – human Bim-Mcl-1 interaction inhibition; Bead-based flow cytometry, Bim peptide-Mcl-1 binding; inhibition, % at 10 µM; 190,000 tested, 0.1% active;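 further: 0% = no compound tracer wells and 100% = peptide blocker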
ABCB1 block – blocks JC-1 efflux by human ABCB1 transporter | CCRF-Adr cells, flow cytometry | inhibition, % at 6.6 µM | 190,000 tested, 0.067% active; in the data active means inhibition above about 40%;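 further: 0% = vehicle and 100% = reference inhibitor; higher value means more JC-1 retained so stronger ABCB1 efflux block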
Bcl-B Bim block – human Bim-Bcl-B interaction inhibition; bead-based flow cytometry, Bim peptide-Bcl-B binding; inhibition, % at 10 µM; 190,000 tested, 0.073% active;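 further: 0% = tracer peptide without compound and 100% = reference inhibitor peptide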
Target sequence (Q9HD36 whole entry, looked up): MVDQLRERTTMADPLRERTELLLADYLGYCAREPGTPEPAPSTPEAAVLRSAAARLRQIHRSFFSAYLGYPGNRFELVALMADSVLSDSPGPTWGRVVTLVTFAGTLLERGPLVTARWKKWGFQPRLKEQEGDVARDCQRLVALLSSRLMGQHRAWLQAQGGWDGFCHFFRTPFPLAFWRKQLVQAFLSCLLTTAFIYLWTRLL
* = called active by the depositor; ? = inconclusive; / = no result given. Unless noted, no stated cut-off is given here; in the data, active means inhibition above about 40%.

no.	structure	RGS7-Gao	ABCG2 inh	RGS8-Gao reg	Bim-Bfl-1	Bim-Bcl-XL	Bcl-2 Bim block	Bim-Bcl-W	RGS4-Gao reg	Mcl-1 Bim block	ABCB1 block	Bcl-B Bim block
1	NNC(=O)c1cnn(-c2ccccc2)c1C(F)(F)F	100.6	0.2	99.3	-7.0	-1.0	-3.0	0.0	105.7	0.0	-0.3	-4.0
2	O=C(Nc1ccc(-c2cn3c(n2)SCC3)cc1)c1ccc2c(c1)OCO2	101.2	-0.3	103.8	-5.0	-16.0	-6.0	-9.0	101.3	-26.0	-0.4	-5.0
3	Cc1cc(NS(=O)(=O)c2ccc(NC(=O)Cc3cccs3)cc2)no1	99.6	1.8	101.4	-14.0	-5.0	-6.0	0.0	100.2	-2.0	0.4	-9.0
4	c1ccc2c(c1)CCN(c1ncnc3c1[nH]c1ccccc13)C2	97.6	9.8	101.0	-4.0	-4.0	-3.0	-2.0	98.7	-2.0	1.4	-2.0
5	O=C1CSC(c2ccccn2)N1c1ccc(Cl)c(Cl)c1 (stereo not drawn)	91.2	0.2	92.3	0.0	2.0	-1.0	3.0	95.9	-3.0	0.1	-2.0
6	CCSc1nnc(NC(=O)CC(C)C)s1	?	6.3	96.2	-2.0	1.0	2.0	4.0	96.5	2.0	1.3	-2.0
7	CCOC(=O)C(NC(=O)c1ccccc1)(Nc1nnc(C)s1)C(F)(F)F (stereo not drawn)	97.5	1.4	98.0	-1.0	-7.0	-6.0	-2.0	96.4	-1.0	0.8	-5.0
8	Cn1c(N)c(C(=O)COC(=O)COc2ccccc2C#N)c(=O)n(C)c1=O	?	25.3	97.4	-6.0	-1.0	-1.0	2.0	98.4	0.0	1.7	-4.0
9	C/C(=N\NC(=O)c1cccc(N/N=C(\C)c2cc(O)ccc2O)c1)c1cc(O)ccc1O	?	-4.2	98.1	19.0	1.0	5.0	7.0	97.9	5.0	-1.4	0.0
10	CC(CNC(=O)COc1ccccc1)OC(=O)Nc1ccc(Cl)c(Cl)c1 (stereo not drawn)	101.1	2.0	107.8	0.0	-4.0	-5.0	-5.0	105.6	-4.0	0.2	-9.0
11	O=C1Cc2cc(CCN3CCN(c4nsc5ccccc45)CC3)c(Cl)cc2N1	101.8	3.7	98.3	0.0	-2.0	-3.0	-3.0	97.0	2.0	/	-2.0
12	Cc1onc(-c2ccccc2Cl)c1C(=O)NNC(=O)C1CCN(Cc2ccccc2)CC1	101.0	6.8	101.7	-5.0	0.0	-3.0	-2.0	103.6	-1.0	1.5	-4.0
13	COc1ccc(/C=C/C(=O)N2CCN(S(=O)(=O)/C=C/c3ccccc3)CC2)cc1OC	101.9	19.4	100.4	-16.0	-1.0	-4.0	-2.0	99.7	0.0	2.2	-4.0
14	CCOC(=O)COc1nc(N(C)C)nc(N(C)C)n1	108.2	-0.1	104.9	0.0	-3.0	-1.0	0.0	106.8	-4.0	-0.1	-1.0
15	O=C(Nc1ccc(Br)c(C(F)(F)F)c1)c1ccccc1	99.5	16.9	101.7	3.0	-2.0	0.0	-1.0	100.1	-4.0	/	0.0
16	Cc1ccc(NC(=O)COc2ccc3oc4c(c3c2)CCCC4)nc1	94.7	0.8	101.3	-1.0	-2.0	2.0	-2.0	99.1	-3.0	0.3	-2.0
17	Cc1ccc2nc(-c3ccc(SCC(=O)O)nc3)[nH]c2c1	97.2	-6.4	102.4	-9.0	1.0	-7.0	1.0	102.5	1.0	-6.0	-5.0
18	Cc1cc(CNC(=O)COc2cc(F)ccc2[N+](=O)[O-])c2ccccc2n1	99.5	2.3	103.0	-3.0	-2.0	-1.0	1.0	100.1	0.0	1.4	-2.0
19	CC(=O)C1=C(O)C(=O)N(Cc2ccco2)C1c1ccccc1 (stereo not drawn)	101.7	6.6	103.1	-21.0	-9.0	-11.0	-6.0	102.2	-3.0	0.3	-8.0
20	COc1ccc(-c2nnc(NC(=O)C3CCCO3)s2)cc1 (stereo not drawn)	104.4	0.3	104.1	0.0	-2.0	-1.0	0.0	103.7	-2.0	0.0	-2.0
21	Cc1nnc(NC(=O)CSc2nnc(C)n2-c2ccc(F)cc2)s1	105.6	-0.2	105.2	-11.0	-4.0	-3.0	-3.0	104.4	-2.0	-0.2	-3.0
22	Nc1ccc(C(=O)OCC(=O)c2cccc([N+](=O)[O-])c2)cc1	?	0.7	100.5	-3.0	0.0	1.0	1.0	98.2	0.0	0.4	0.0
23	Cc1ccccc1OCc1nc(-c2ccccc2)no1	96.8	18.5	101.2	-13.0	-3.0	-6.0	0.0	100.0	-2.0	0.5	-5.0
24	CC[n+]1c(-c2ccccc2)csc1Nc1c(C)n(C)n(-c2ccccc2)c1=O	96.5	-4.2	76.8	0.0	-6.0	0.0	-2.0	92.9	-3.0	0.2	-5.0
25	Cc1ccc(-n2c(N)c(C(=O)N3CCCCC3)sc2=S)cc1	113.0	2.1	96.6	7.0	-10.0	-3.0	-7.0	102.0	-9.0	0.4	-32.0
26	CCOc1ccc(CCNC(=O)C2CCC(=O)N2CCc2ccccc2)cc1OCC (stereo not drawn)	102.5	3.1	99.0	-12.0	5.0	-7.0	1.0	103.2	-2.0	0.3	-7.0
27	CCOc1ccccc1NC(=O)CN(c1ccc(OC)cc1)S(=O)(=O)c1c(C)noc1C	105.7	25.9	100.5	-4.0	-1.0	-5.0	0.0	102.8	2.0	2.4	-3.0
28	Cc1ccc(NC(=O)CCNS(=O)(=O)c2ccc3c(c2)oc(=O)n3C)c(C)c1	98.0	-0.9	100.9	-13.0	-4.0	-14.0	0.0	101.1	-4.0	-0.1	-11.0
29	O=C(CCl)NCCN1C(=O)S/C(=C\c2cccnc2)C1=O	97.5	15.7	97.8	12.0	8.0	3.0	30.0	96.6	1.0	1.6	14.0
30	O=C(Nc1cccc(F)c1)N1C2CCC1CC(O)(c1cccnc1)C2 (stereo not drawn)	110.1	-1.3	114.2	3.0	-1.0	0.0	-1.0	104.5	1.0	-0.1	2.0

Rewritten as labelled records: part of the list above
[24] CC[n+]1c(-c2ccccc2)csc1Nc1c(C)n(C)n(-c2ccccc2)c1=O
  RGS7-Gao: 96.5
  ABCG2 inh: -4.2
  RGS8-Gao reg: 76.8
  Bim-Bfl-1: 0.0
  Bim-Bcl-XL: -6.0
  Bcl-2 Bim block: 0.0
  Bim-Bcl-W: -2.0
  RGS4-Gao reg: 92.9
  Mcl-1 Bim block: -3.0
  ABCB1 block: 0.2
  Bcl-B Bim block: -5.0
[25] Cc1ccc(-n2c(N)c(C(=O)N3CCCCC3)sc2=S)cc1
  RGS7-Gao: 113.0
  ABCG2 inh: 2.1
  RGS8-Gao reg: 96.6
  Bim-Bfl-1: 7.0
  Bim-Bcl-XL: -10.0
  Bcl-2 Bim block: -3.0
  Bim-Bcl-W: -7.0
  RGS4-Gao reg: 102.0
  Mcl-1 Bim block: -9.0
  ABCB1 block: 0.4
  Bcl-B Bim block: -32.0
[26] CCOc1ccc(CCNC(=O)C2CCC(=O)N2CCc2ccccc2)cc1OCC (stereo not drawn)
  RGS7-Gao: 102.5
  ABCG2 inh: 3.1
  RGS8-Gao reg: 99.0
  Bim-Bfl-1: -12.0
  Bim-Bcl-XL: 5.0
  Bcl-2 Bim block: -7.0
  Bim-Bcl-W: 1.0
  RGS4-Gao reg: 103.2
  Mcl-1 Bim block: -2.0
  ABCB1 block: 0.3
  Bcl-B Bim block: -7.0
[27] CCOc1ccccc1NC(=O)CN(c1ccc(OC)cc1)S(=O)(=O)c1c(C)noc1C
  RGS7-Gao: 105.7
  ABCG2 inh: 25.9
  RGS8-Gao reg: 100.5
  Bim-Bfl-1: -4.0
  Bim-Bcl-XL: -1.0
  Bcl-2 Bim block: -5.0
  Bim-Bcl-W: 0.0
  RGS4-Gao reg: 102.8
  Mcl-1 Bim block: 2.0
  ABCB1 block: 2.4
  Bcl-B Bim block: -3.0

(listing goes on)
no.	structure	RGS7-Gao	ABCG2 inh	RGS8-Gao reg	Bim-Bfl-1	Bim-Bcl-XL	Bcl-2 Bim block	Bim-Bcl-W	RGS4-Gao reg	Mcl-1 Bim block	ABCB1 block	Bcl-B Bim block
31	O=C(CSc1nnc(-c2ccc(O)cc2)n1Cc1ccccc1)NNC(=O)c1ccc(Br)cc1	94.7	-1.7	95.7	0.0	-4.0	2.0	-1.0	81.6	-2.0	0.1	-6.0
32	O=C(NC(=S)Nc1nc(-c2ccccc2)cs1)c1cccs1	95.6	-0.2	102.7	-9.0	-5.0	-4.0	-1.0	99.8	1.0	0.0	-4.0
33	Cc1ccccc1Oc1cccc(C(=O)/C(C#N)=C/N(C)C)c1	99.2	1.9	98.8	-10.0	-13.0	-8.0	1.0	99.5	-2.0	0.4	-4.0
34	C=CCN1N=C(c2ccc(NC(=O)c3ccccc3)cc2)CSC1=O	95.7	0.5	95.8	-6.0	-4.0	-4.0	0.0	95.8	-1.0	0.0	-7.0
35	CN(C)S(=O)(=O)c1ccc(C(=O)N2CCCC2c2nc3ccccc3s2)cc1 (stereo not drawn)	89.5	0.6	82.3	-3.0	1.0	3.0	2.0	88.2	0.0	2.2	2.0
36	Cc1cc(C)cc(NC(=O)N2CCC(c3nc4ccccc4o3)CC2)c1	108.0	2.7	104.6	-11.0	2.0	-10.0	-1.0	106.3	-2.0	0.3	-10.0
37	CCOC(=O)c1c(C)n(C(=O)c2ccco2)c(=O)n1C(=O)c1ccco1	95.9	3.4	99.1	0.0	-1.0	1.0	0.0	99.7	0.0	1.0	-2.0
38	CCN(c1cccc(C)c1)S(=O)(=O)c1ccc(OC)c([N+](=O)[O-])c1	108.0	16.6	101.4	-5.0	0.0	-5.0	0.0	96.1	-1.0	2.4	-5.0
39	O=C(N=Nc1c(O)[nH]c2ccc(Cl)cc12)c1cc(-c2cccs2)nc2ccccc12	102.8	1.3	104.9	3.0	-1.0	3.0	-1.0	100.1	-1.0	-0.3	-5.0
40	Cc1cccc(-c2cc(C(=O)N3CCCc4ccccc43)c3ccccc3n2)c1	100.6	15.4	102.5	-12.0	-14.0	-6.0	-9.0	101.2	-6.0	3.7	-18.0
41	CC(C)CCCC(C)NS(=O)(=O)Cc1ccccc1 (stereo not drawn)	96.8	1.1	100.6	-8.0	-4.0	-1.0	1.0	98.3	0.0	0.6	0.0
42	CCOCCCN1CN(Cc2ccccc2)CNC1=S	107.3	11.7	104.6	-17.0	-7.0	-9.0	-5.0	106.7	-4.0	1.3	-7.0
43	Cc1cccc(C)c1NC1=NC2(CCCCC2)N=C(N)N1	102.4	7.2	101.8	-22.0	-14.0	-17.0	-5.0	102.3	-8.0	0.9	-12.0
